# Pin1 inh: blocks the human prolyl isomerase Pin1; Q13526; Pin1 FP peptide displacement, HiFluor488, 10 min; Potency, µM (titrated, usually from 115 µM), inactives show at the top dose activity, negative = inhibition, usual class: inhibitors; 390,000 compounds, 0.009% hits; AID 504891; active = well fitted inhibition curve with a large enough effect in the polarisation, with a control signal flat, not every such curve was filed as active; inconclusive = small, poorly fitted or top-dose-only effect, or effect the other way, or a change in a side signal; inactive = no such curve, though single readings can be large or run the other way; the % refers to the polarisation; also: % is scaled to controls: 0 for no effect and ±100 for the full control effect
# Target sequence (Q13526 whole entry, looked up): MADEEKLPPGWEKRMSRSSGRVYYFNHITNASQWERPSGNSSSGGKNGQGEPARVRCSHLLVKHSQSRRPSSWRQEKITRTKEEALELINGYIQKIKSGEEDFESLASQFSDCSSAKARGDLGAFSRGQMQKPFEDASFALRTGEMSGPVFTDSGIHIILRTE
# GLS inhibitor: inhibitors of human glutaminase (GLS); AID 624170; GLS enzymatic activity, qHTS titration; Potency, µM (titrated, usually from 45.5 µM), for the others: at the highest dose activity change, negative = inhibition, most hits filed as inhibitors; 410,000 compounds, 0.21% hits; O94925; also: % is scaled to controls: 0 for no effect and ±100 for the full control effect
#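 Compounds were pin-transferred onto hKGA, after which L-glutamine (1 mM solution) and a detection mix of glutamate oxidase, HRP and Amplex Red were added. Initial and 30 min RT fluorescence reads were collected.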
# HP1b binding inh: blocks HP1-beta chromodomain binding to methylated histone tails; AID 540317; P83916; 390,000 compounds, 0.56% hits; AlphaScreen HP1-beta / biotin-H3K9me3 peptide binding; Potency, µM (top dose mostly 114 µM), without a hit: at the top dose activity change, negative = inhibition, most hits filed as inhibitors; also: nearly all actives have a fitted effect of over 70% in size; inactives centre near 23
# Target sequence (P83916 whole entry, looked up): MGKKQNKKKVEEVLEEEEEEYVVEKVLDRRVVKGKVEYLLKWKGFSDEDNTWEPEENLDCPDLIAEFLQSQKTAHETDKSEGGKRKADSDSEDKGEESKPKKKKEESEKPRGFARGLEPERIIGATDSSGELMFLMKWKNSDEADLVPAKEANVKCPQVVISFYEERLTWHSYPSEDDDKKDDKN
#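 Compound inhibition of the preformed complex between 50 nM HP1-beta and 50 nM biotinylated H3K9me3 peptide was read by AlphaScreen. Buffer was PBS pH 7.4 with 0.01% Tween-20. Incubations ran 30 min at room temperature, with 10 ug/mL donor/acceptor beads.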
# G9a inh: blocks human histone lysine methyltransferase G9a; Q96KQ7; G9a H3K9 monomethylation, AlphaScreen, 2 h; Potency, µM (titrated, usually from 102 µM), inactives show at the top dose activity, negative = inhibition, usual class: inhibitors; 350,000 compounds, 8.8% hits; AID 504332; also: % is scaled to controls: 0 for no effect and ±100 for the full control effect; nearly all actives have a fitted effect of over 75% in size
#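 Enzyme 20 nM + cpd, 15 min RT; add b-H3K9 pep 500 nM / SAM 20 uM; 2 h RT; anti-H3K9me1 Ab 0.5 ug/mL + SA donor / anti-rabbit acceptor beads 20 ug/mL each, 10 min; AlphaScreen read.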
# Tb PGK inh: T. brucei PGK inhibition | P07378 | PGK/GAPDH coupled, Kinase-Glo luminescence, 60 min | Potency, µM (titrated, usually from 57.5 µM), inactives show top-dose activity change, negative = inhibition, actives largely listed as inhibitors | 380,000 compounds, 0.043% hits | AID 602233; also: % is scaled to controls: 0 for no effect and ±100 for the full control effect; nearly all actives have a fitted effect of over 60% in size
# Target sequence (P07378 whole entry, looked up): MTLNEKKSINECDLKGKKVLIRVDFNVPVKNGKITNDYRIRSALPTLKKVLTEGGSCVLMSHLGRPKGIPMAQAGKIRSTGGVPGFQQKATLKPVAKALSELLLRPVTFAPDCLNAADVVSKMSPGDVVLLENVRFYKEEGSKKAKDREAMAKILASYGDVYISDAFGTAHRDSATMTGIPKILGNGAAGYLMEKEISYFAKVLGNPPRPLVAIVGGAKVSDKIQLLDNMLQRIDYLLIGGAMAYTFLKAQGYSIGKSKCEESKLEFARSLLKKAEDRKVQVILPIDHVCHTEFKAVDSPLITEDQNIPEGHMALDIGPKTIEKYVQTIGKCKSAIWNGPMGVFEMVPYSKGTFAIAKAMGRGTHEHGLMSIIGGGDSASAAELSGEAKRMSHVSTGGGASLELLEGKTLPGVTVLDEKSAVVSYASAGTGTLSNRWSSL
#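 Luminescent ATP detection (Kinase-Glo Plus) follows a 60-minute room-temperature incubation, with wells lacking PGK as controls. Buffer: 100 mM TEA (pH 7.6), 5 mM MgCl2, 0.01% Tween-20. Coupling enzyme GAPDH (100 nM final) supplies unstable 1,3-BPG in-well.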
# POLI inh: inhibitors of human DNA polymerase iota. Q9UNA4. Pol iota fluorescent replication assay, 10 min. Potency, µM (top dose mostly 115 µM), for inactives: top-dose activity, negative = inhibition, actives largely listed as inhibitors. 390,000 compounds, 1% hits
#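 Fluorescent replication assay read twice, at 0 min and 10 min after adding 50 nM (final) substrate. Enzyme (10 nM) and compounds were first incubated 15 min at room temperature; enzyme-free buffer wells were negative controls.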
# BLM inh: blocks DNA unwinding by human BLM helicase | 350,000 compounds, 0.2% hits | recombinant BLM DNA unwinding, fluorescence dequenching | Potency, µM (highest dose often 56.1 µM), for the others: top-dose activity change, negative = inhibition, usual class: inhibitors | AID 2528;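 also: plate controls were vehicle for no effect and no enzyme for full effect; nearly all actives have a fitted effect of over 35% in size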
# BAZ2B block: inhibitors of human BAZ2B bromodomain; Potency, µM (titrated, usually from 114 µM), for the others: top-dose activity change, negative = inhibition, hits mostly inhibitors; 360,000 compounds, 4.4% hits; AlphaScreen BAZ2B-H3K14Ac peptide displacement; Q9UIF8; also: % is scaled to controls: 0 for no effect and ±100 for the full control effect; nearly all actives have a fitted effect of over 60% in size
#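 Inhibition is scored as reduced AlphaScreen emission. The BAZ2B/b-H3(5-23)K14Ac complex (50 nM each) in PBS pH 7.4, 0.01% Tween-20 meets compound (up to 110 uM) for 30 min at RT before bead addition.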
# JMJD2A Tudor inh: inhibitors of human JMJD2A Tudor domain; AlphaScreen JMJD2A-Tudor / H3K4me3 peptide binding; AID 504339; Potency, µM (doses to about 114 µM), inactives show top-dose activity change, negative = inhibition, usual class: inhibitors; 390,000 compounds, 4.4% hits; O75164; also: % is scaled to controls: 0 for no effect and ±100 for the full control effect; nearly all actives have a fitted effect of over 50% in size
# * = called active by the depositor; i = inactive; ? = inconclusive; . = not tested or not shown; [ ] = another dose, or the depositor's remark. Unless noted, calls follow the shape of the dose curve; as a rule, active = well fitted curve in the direction sought with a large enough effect; inconclusive = small, poorly fitted or top-dose-only effect, or another doubt; inactive = no such curve, though single readings can be large; an effect the other way counts as inactive or inconclusive. Potency is read from the fitted curve at half-maximal effect.
nr	smiles	Pin1 inh	GLS inhibitor	HP1b binding inh	G9a inh	Tb PGK inh	POLI inh	BLM inh	BAZ2B block	JMJD2A Tudor inh
1	CCCc1sc(C(=O)Nc2nnc(C3CC3)s2)cc1CC	1%	-1%	-1%	?	-5%	39%[activator]	.	-1%	-13%
2	Cc1ccccc1NC(=S)N(CCCN1CCOCC1)Cc1cccnc1	0%	13%	28%	18%	-3%	0%	-3%	-4%	-6%
3	COc1cccc(N=Cc2ccc(O)cc2O)c1	9%	22%	23%	6%[59 µM]	1%	64%[activator]	-3%	-1%	-15%
4	Cc1cc(O)cc(C)c1NS(=O)(=O)c1ccc2ccccc2c1	2%	36%[activator]	6%	-1%[2.33 µM]	.	-7%	-6%	-15%	-17%
5	CCCCOc1ccc([N+](=O)[O-])cc1C(=O)O	2%	11%	1%	-33%	4%	?	0%	-16%	-7%
6	CCOc1ccc(CNC(=O)c2oc3c(c2C)-c2nn(Cc4cccc(Cl)c4)cc2CC3)cc1	-3%	-27%	35%	-20%[59 µM]	0%	1%	-2%	-14%	-17%
7	Cc1ccc(C2CC(c3cccs3)=NN2S(=O)(=O)c2ccc(C)cc2)cc1 (stereo unspecified)	?	-23%	32%	-41%	3%	26%	-9%	0%	-11%
8	CCC1CCCCN1CC(=O)Nc1ccc2c(c1)OCCO2 (stereo unspecified)	-3%	7%	28%	7%[12.7 µM]	0%	-6%	.	10%	-22%
9	S=C1SCN(Cc2cccnc2)CN1Cc1cccnc1	3%	0%	16%	?	1%	46%[activator]	1%	-4%	0%
10	COc1ccc(CNC(=O)COc2ccc(C(=O)c3ccc(F)cc3)cc2)cc1	-3%	-2%	8%	-11%[59 µM]	-2%	195%[activator]	3%	5%	-2%
11	Cc1csc(/N=C/c2ccc([N+](=O)[O-])cc2)n1	-1%	-11%	8%	?	6%	147%[activator]	0%	-29%	-17%
12	CCOc1ccc(NC(=O)Cn2cc(C(=O)c3ccc(C)c(C)c3)c(=O)c3cc4c(cc32)OCCO4)cc1	18%	-1%	17%	-40%[59 µM]	1%	13%	-2%	-4%	-14%
13	CCOC(=O)C1CCCN(c2c(NCC3CCCO3)c(=O)c2=O)C1 (stereo unspecified)	0%	19%	30%	4%	-7%	-2%	-2%	-5%	-16%
14	O=C(Nc1ccc(F)cc1F)NC1CCN(Cc2c(F)cccc2Cl)CC1	-3%	0%	23%	6%	-22%	14%	0%	-2%	-9%
15	Nc1ccc(S(=O)(=O)NC2(C(F)(F)F)NC(=O)N(c3ccccc3F)C2=O)cc1 (stereo unspecified)	-7%	-14%	25%	-8%	-6%	39%[activator]	-2%	-13%	11%
16	Cc1ccc(-c2cc(C(=O)N/N=C/c3cccnc3)n[nH]2)o1	6%	10%	-5%	1%	-4%	23%	1%	-38%	-21%
17	COC(=O)c1cc(NC(=O)c2ccccc2)c(=O)oc1/C=C/Nc1ccc(Oc2ccccc2)cc1	?	-9%	15%	0%	-10%	47%[activator]	-9%	-14%	-29%
18	Cc1ccc(-n2c(C)nnc2SCC(=O)Nc2ccccc2)cc1	-5%	?	46%[activator]	-7%[59 µM]	i	?	1%	-1%	-10%[11.4 µM]
19	O=C(Nc1ccc(C(=O)N2CCOCC2)cc1)Nc1cccc(Cl)c1	-3%	0%	23%	8%	-10%	-17%	6%	-1%	-12%
20	COCCNC(=O)C1CCCN(S(=O)(=O)c2ccc3c(c2)CC(C)N3C(=O)C2CC2)C1 (stereo unspecified)	0%	1%	35%	7%	-8%	-13%	0%	-4%	-9%

# The final 7 compounds of the section before are carried over, then new ones follow.
nr	smiles	Pin1 inh	GLS inhibitor	HP1b binding inh	G9a inh	Tb PGK inh	POLI inh	BLM inh	BAZ2B block	JMJD2A Tudor inh
14	O=C(Nc1ccc(F)cc1F)NC1CCN(Cc2c(F)cccc2Cl)CC1	-3%	0%	23%	6%	-22%	14%	0%	-2%	-9%
15	Nc1ccc(S(=O)(=O)NC2(C(F)(F)F)NC(=O)N(c3ccccc3F)C2=O)cc1 (stereo unspecified)	-7%	-14%	25%	-8%	-6%	39%[activator]	-2%	-13%	11%
16	Cc1ccc(-c2cc(C(=O)N/N=C/c3cccnc3)n[nH]2)o1	6%	10%	-5%	1%	-4%	23%	1%	-38%	-21%
17	COC(=O)c1cc(NC(=O)c2ccccc2)c(=O)oc1/C=C/Nc1ccc(Oc2ccccc2)cc1	?	-9%	15%	0%	-10%	47%[activator]	-9%	-14%	-29%
18	Cc1ccc(-n2c(C)nnc2SCC(=O)Nc2ccccc2)cc1	-5%	?	46%[activator]	-7%[59 µM]	i	?	1%	-1%	-10%[11.4 µM]
19	O=C(Nc1ccc(C(=O)N2CCOCC2)cc1)Nc1cccc(Cl)c1	-3%	0%	23%	8%	-10%	-17%	6%	-1%	-12%
20	COCCNC(=O)C1CCCN(S(=O)(=O)c2ccc3c(c2)CC(C)N3C(=O)C2CC2)C1 (stereo unspecified)	0%	1%	35%	7%	-8%	-13%	0%	-4%	-9%
21	COc1ccccc1-c1cc2ccccc2[nH]1	-1%	11%	64%[activator]	?	-3%	26%	-6%	14%	-3%[57.1 µM]
22	CC(=O)c1ccc(Oc2nc(C)nc3c2oc2ccccc23)cc1	-4%	-1%	20%	6%[59 µM]	0%	15%	1%	-3%	-8%
23	CCCN=C(C)c1c(-c2ccccc2)[nH]n(-c2nc3ccccc3s2)c1=O	-2%	3%	47%[activator]	?	i	15%	1%	-7%	-28%[57.1 µM]
24	COc1cccc2cc(C(C)N(CCCN3CCOCC3)C(=S)Nc3ccc(C)c(C)c3)oc12 (stereo unspecified)	1%	4%	17%	?	-2%	-2%	-14%	?	-28%
25	CCC(=O)Nc1cc2nn(-c3ccc(OC)cc3)nc2cc1C	3%	1%	21%	1%	.	5%	1%	?	-11%
26	Cc1ccc(Cn2c(SCC(C)C)nc3c2c(=O)n(C)c(=O)n3C)cc1	7%	-5%	61%[activator]	-9%[59 µM]	-3%	2%	-1%	10%	5%
27	O=C(N/C(=C\c1ccco1)C(=O)N1CCCC1)c1cccs1	-16%	6%	-1%	?	-4%	16%	-6%	5%	-6%
28	Cc1ccc(C(=O)NCC(=O)OCC(=O)Nc2ccc(Cl)cc2C(F)(F)F)cc1C	3%	-4%	30%	8%[59 µM]	-7%	0%	-2%	7%	-2%
29	Cc1cc(C(F)(F)F)n2nc(-c3cccs3)cc2n1	2%	-13%	44%[activator]	.	-6%	-22%[58.9 µM]	0%	-3%	28%
30	COc1ccc(C/C(N)=N/OC(=O)Cc2ccccc2)cc1OC	0%	-6%	35%	28%[12.7 µM]	-2%	1%	-1%	8%	-1%
31	COc1ccc(/C=N/NC(=O)C2CC2)c(OC)c1OC	-5%	-6%	37%	.	0%	-4%	1%	-7%	-2%
32	CC(=O)N1CCc2c(sc3c2c(=O)n(-c2ccc(C)cc2)c(=O)n3Cc2ccccc2C)C1	8%	-1%	-10%	-4%[59 µM]	-6%	-11%	-13%	-20%	?
33	O=C(c1cccc(-c2ccc(O)cc2)c1)N1CCN(c2ccc(F)cc2)CC1	-4%	-10%	29%	6%	i	86%[activator]	-2%	-18%	-2%[11.4 µM]
34	COc1ccc(NC(=O)CSc2ccccn2)cc1OC	-1%	6%	27%	-45%[59 µM]	-2%	-3%	0%	-12%	-4%
35	COc1ccc(C(=O)NNC(=O)Nc2ccc(Cl)cc2)cc1	-4%	18%	19%	-22%	2%	17%	-4%	-11%	-25%
36	O=C(OCCOCCN=C1NS(=O)(=O)c2ccccc21)c1ccc(F)cc1	-5%	4%	-3%	-10%	4%	-2%	-6%	5%	1%
37	Cc1cc(C)cc(N2CCCn3c2nc2c3c(=O)[nH]c(=O)n2C)c1	-4%	13%	19%	6%	7%	21%	-4%	1%	-4%
38	COc1cc(C(=O)Nc2cc(C)ccn2)cc(OC)c1OC	-7%	1%	20%	8%[59 µM]	i	7%	0%	-1%	-10%
39	O=C(CSc1nnnn1Cc1ccccc1)Nc1ccccc1	1%	-3%	74%[activator]	8%[12.7 µM]	i	3%	-4%	-7%	-6%
40	O=C(Nc1cccc(-n2cnnn2)c1)c1ccncc1	-13%	4%	37%	3%	i	-28%	-3%	-2%	-5%

# Other results:
nr	smiles	Pin1 inh	GLS inhibitor	HP1b binding inh	G9a inh	Tb PGK inh	POLI inh	BLM inh	BAZ2B block	JMJD2A Tudor inh
41	CCOc1ccc(NC(=O)COc2nsnc2N2CCOCC2)cc1	1%	12%	11%[57 µM]	-11%[59 µM]	3%	-2%	-2%	-24%	-21%
42	COc1ccc(C(=O)C2CCCN(Cc3cccn3-c3cccnc3)C2)cc1OC (stereo unspecified)	1%	-5%	-14%	-46%	-3%	11%	1%	-27%	-36%
43	CCOCCCNC(=O)c1ccc2c(c1)ncn2C1CCCC1	-3%	-3%	27%	20%[12.7 µM]	-4%	21%	-2%	11%	-7%
44	CCc1cccc(-n2c(=O)c3cccnc3n2CC(=O)Nc2c(C)cc(C)cc2C)c1	-8%	6%	34%	6%[59 µM]	0%	-1%	-2%	-2%	12%
45	CCc1ccccc1NC(=O)c1ccc(NCCc2ccccc2)c([N+](=O)[O-])c1	?	8%	18%	4%	8%	-2%	0%	9%	-8%
46	CC(C)CNC(=O)c1c(F)c(F)c(F)c(F)c1F	1%	-2%	37%	-3%	i	0%	-6%	-36%	-6%
47	Nc1ccc2c(c1)-c1ccc(F)cc1C2=O	?	-5%	1%	.	-7%	-23%	.	.	-15%
48	O=S(=O)(N/N=C\c1cccn1-c1ccccc1)c1ccc2ccccc2c1	11%	-5%	?	32µM*	i	-16%	-11%	35µM*	50µM*

# High-throughput results from PubChem BioAssay.

# Some of the compounds tested; rates above refer to the full screens.
